Compound activity deposited in PubChem by National Center for Advancing Translational Sciences (NCATS).
SNCA expr inhib: Primary qHTS assay for inhibitors of alpha-synuclein gene (SNCA) expression; HEK-293 SNCA-luciferase knock-in, luminescence, 24 h; Potency, µM (top dose mostly 57.2 µM), inactives show at the top dose activity change, negative = inhibition, usual class: inhibitors; 140,000 tested, 0.17% active; AID 1671194, 2021;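 further: potency means the concentration at half of the fitted maximal effect; plate controls were DMSO cells for no effect and cell-free wells for full effect; nearly all actives have a fitted effect of over 45% in size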
SNCA viab count: GF-AFC viability counterscreen for inhibitors of alpha-synuclein gene (SNCA) expression; HEK-293-SNCA-luc viability, GF-AFC fluorescence, 24 h; Potency, µM (highest dose often 57.1 µM), without a hit: at the top dose activity change, negative = cytotoxicity, usual class: cytotoxic; 150,000 tested, 0.12% active;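 further: potency means the concentration at half of the fitted maximal effect; 0% = DMSO-treated cells and -100% = medium-only wells without cells; nearly all actives have a fitted effect of over 30% in size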
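HEK-293-SNCA-luc cells (1500/well) plated 24 h, then exposed 24 h to a dilution series; GF-AFC added 30 min at 37C, fluorescence 405/540 nm; normalised to medium-only and DMSO wells, Hill fit.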
IP6K1 inhibitor: Primary qHTS assay for small molecule inhibitors of Inositol hexaphosphate kinase 1 (IP6K1); Inositol hexakisphosphate kinase 1 (Homo sapiens), Q92551; IP6K1 kinase, ADP-Glo luminescence, 2 h; hits give low values; activity change, % (series mostly up to about 58 µM); 140,000 tested, 0.81% active; in the data active means activity change below about -25%
Target sequence (Q92551 whole entry, looked up): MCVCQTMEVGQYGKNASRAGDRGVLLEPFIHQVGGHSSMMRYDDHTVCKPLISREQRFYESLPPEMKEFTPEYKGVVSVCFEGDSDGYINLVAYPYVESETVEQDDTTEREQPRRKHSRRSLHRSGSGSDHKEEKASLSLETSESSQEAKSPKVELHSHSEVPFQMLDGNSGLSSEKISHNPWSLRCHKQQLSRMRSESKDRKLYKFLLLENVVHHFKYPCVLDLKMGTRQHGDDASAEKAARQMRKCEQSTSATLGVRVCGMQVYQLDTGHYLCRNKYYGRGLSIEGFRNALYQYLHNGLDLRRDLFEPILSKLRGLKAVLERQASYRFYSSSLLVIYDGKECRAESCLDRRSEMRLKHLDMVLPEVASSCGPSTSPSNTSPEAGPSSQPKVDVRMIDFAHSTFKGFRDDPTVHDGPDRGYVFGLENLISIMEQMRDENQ
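ADP-Glo luminescence measures ADP made by human IP6K1 during a 2 h RT reaction with ATP/IP6 (mix at 1.3 mM/130 uM); top library doses 57.5 and 19.1 uM final.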
HEK cytotox: Cytotoxic Profiling in HEK 293 Cell Line of Diverse Libraries Using Quantitative High-Throughput Screening. HEK 293 viability, ATP luminescence (CellTiter-Glo), 48-72 h. Potency, µM (highest dose often 115 µM), for the others: top-dose activity change, negative = cytotoxicity, hits mostly inhibitors. 94,000 tested, 6.6% active. AID 1345083, 2018; further: potency means the concentration at half of the fitted maximal effect; nearly all actives have a fitted effect of over 60% in size
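HEK 293 cells at 250 cells/well were exposed to compounds by pintool transfer for 48 or 72 hr at 37 degree Celsius, 5% CO2. Viability was read as ATP-coupled luminescence with CellTiter-Glo after 10 min at room temperature.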
NIH3T3 tox: Cytotoxic Profiling in NIH 3T3 Cell Line of Diverse Libraries Using Quantitative High-Throughput Screening. NIH 3T3 viability, CellTiter-Glo ATP luminescence, 48-72 h. Potency, µM (top dose mostly 96.7 µM), for the others: top-dose activity change, negative = cytotoxicity, hits mostly inhibitors. 94,000 tested, 4.3% active; further: potency means the concentration at half of the fitted maximal effect; nearly all actives have a fitted effect of over 55% in size
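Cytotoxicity is measured as loss of cellular ATP: NIH 3T3 cells (400/well) are exposed to compound for 48 or 72 hr at 37 °C, then CellTiter-Glo luminescence is imaged after 10 min at room temperature.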
FLuc inh: Firefly luciferase inhibition profiling of diverse chemical library using quantitative high-throughput screening; Luciferin 4-monooxygenase (Photinus pyralis), P08659; purified P. pyralis luciferase, luminescence, biochemical; Potency, µM (highest dose often 115 µM), without a hit: top-dose activity change, negative = inhibition, hits mostly inhibitors; 76,000 tested, 2.5% active; further: potency means the concentration at half of the fitted maximal effect; nearly all actives have a fitted effect of over 65% in size
Target sequence (P08659 whole entry, looked up): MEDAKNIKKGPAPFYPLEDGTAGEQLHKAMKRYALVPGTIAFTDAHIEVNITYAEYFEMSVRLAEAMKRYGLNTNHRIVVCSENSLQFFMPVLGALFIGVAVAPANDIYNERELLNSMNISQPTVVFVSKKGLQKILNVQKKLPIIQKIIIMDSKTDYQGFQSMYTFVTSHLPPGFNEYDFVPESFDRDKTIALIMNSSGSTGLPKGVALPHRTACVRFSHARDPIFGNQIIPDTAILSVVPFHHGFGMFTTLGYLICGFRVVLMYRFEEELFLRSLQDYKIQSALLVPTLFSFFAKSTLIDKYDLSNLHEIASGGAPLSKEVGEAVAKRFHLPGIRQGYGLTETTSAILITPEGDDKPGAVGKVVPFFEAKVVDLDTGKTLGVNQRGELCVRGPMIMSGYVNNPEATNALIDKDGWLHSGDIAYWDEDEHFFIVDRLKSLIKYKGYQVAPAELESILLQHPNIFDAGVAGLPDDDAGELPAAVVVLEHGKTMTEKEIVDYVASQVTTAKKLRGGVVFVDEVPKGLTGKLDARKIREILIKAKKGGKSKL
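Cell-free enzyme assay, 10nM P. pyralis luciferase, luciferin and ATP each at 10uM. Inhibition profiled over a 6-point titration, read as luminescence.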
GPT2 inh: Primary qHTS assay for inhibitors of Glutamate pyruvate transaminase 2 (GPT2) | Alanine aminotransferase 2 (Homo sapiens), Q8TD30 | Recombinant GPT2, coupled pyruvate oxidase/HRP Amplex Red fluorescence | Potency, µM (titrated, usually from 57.7 µM), inactives show top-dose activity change, negative = inhibition, usual class: inhibitors | 100,000 tested, 0.25% active; further: potency means the concentration at half of the fitted maximal effect; nearly all actives have a fitted effect of over 60% in size; many of its hits are not listed in these tables
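Inhibition is scored from Amplex Red fluorescence generated when pyruvate oxidase and HRP act on pyruvate released by GPT2. Reactions contain 10ng/uL enzyme, 250uM a-KG and 2mM L-alanine and run 30 min at room temperature.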
Starred values were filed as active, the others as inactive; i = inactive; ? = inconclusive; · = not tested or not shown; [ ] = dose if it differs, or a comment. Unless noted, the call rests on the fitted dose curve; in most records, active means well fitted curve in the direction sought with a large enough effect; inconclusive means small, poorly fitted or top-dose-only effect, or another doubt; inactive means no such curve, though single readings can be large; an effect the other way counts as inactive or inconclusive. Unless noted, on the % scale 0 is the no-effect control and ±100 the full control effect. Outcome played no part in choosing rows; 7.7% or so of the library scored in one or more.

SMILES	SNCA expr inhib	SNCA viab count	IP6K1 inhibitor	HEK cytotox	NIH3T3 tox	FLuc inh	GPT2 inh
COCCN1C(=O)c2cccn2CC1CNS(=O)(=O)Cc1ccccc1F (configuration not stated)	-6.5%	3.9%	-6.0	-0.1%	-10.4%	0.0%	-0.7%
COc1ccc(OC)c(CNC(=O)c2ccc3nc(C(C)C)oc3c2)c1	54.5%[activator]	12.0%	-2.9	·	·	·	·
Cc1cn2nc(C(=O)N3CCC(C(=O)NC4CCCC4)CC3)cc2c(=O)[nH]1	4.5%	5.5%	13.1	3.6%	-9.5%	-13.3%	i
O=C(c1n[nH]c(=O)c2ccccc12)N1CCC(Cc2noc(-c3ccncc3)n2)C1 (configuration not stated)	-2.2%	-6.6%	0.0	-22.5%	-25.5%	10.7%	i
Cc1cc(C)c(NC(=O)C(=O)NCC(c2cccnc2)N2CCN(c3ccccc3F)CC2)c(C)c1 (configuration not stated)	-14.5%	-3.9%	14.3	·	·	·	·
COc1ccc(C(=O)NC2CCN(c3cnn(C)c(=O)c3)CC2)c(OC)n1	1.6%	?	5.3	?	-24.8%	4.1%	0.0%
CCNC(=O)OC1CCN(C(=O)c2ccc(OC)c(OC)c2)CC(=O)N(C)c2ccccc21 (configuration not stated)	·	·	4.4	?	?	·	·
CCNC(=O)N1CCCCC1c1noc(COCC2CC2)n1 (configuration not stated)	7.9%	-2.3%	-8.5	-11.4%	-1.5%	6.4%	i
COCC1CN(S(=O)(=O)c2cc(F)ccc2C)CC12CCNCC2 (configuration not stated)	-5.4%	-0.6%	10.3	-19.6%	-27.0%	-6.7%	0.5%
CC(C)NC(=O)c1ccccc1OCC1CCCN(Cc2ccc(F)cc2)C1 (configuration not stated)	-9.6%	-27.9%	1.6	39.8µM*	?	4.6%	-5.9%
COCC(=O)NCCC1CCN(C(=O)Nc2ccc(F)cc2)CC1	4.8%	9.9%	-1.0	9.9%	i	-9.9%	-5.0%
COCCN1Cc2nc(Nc3ccc(C(F)(F)F)cc3)ccc2OCC1=O	6.2%[87.6 µM]	-13.0%[87.6 µM]	-17.3	?	?	5.2%[172 µM]	3.9%[88.5 µM]
Cc1ccccc1C(=O)N1CCC2(CC1)NC(=O)N(c1cccc(F)c1)N2	1.4%	-4.8%	-1.7	?	?	11.1%	i
COc1cc(NC(=O)c2cc3ccc4cccnc4c3[nH]2)cc(OC)c1OC	32.7%[activator]	-17.0%	9.8	·	·	·	·
CN1CCN([C@H]2[C@@H]3OC[C@@H](O3)[C@@H](NCc3ccc(-c4ccccc4)cc3)[C@@H]2O)CC1	9.2%[87.6 µM]	3.4%[87.6 µM]	1.7	?	?	-0.1%[172 µM]	0.5%[88.5 µM]
CCN(CC)c1nc2c(-c3cccc(Br)c3)nnn2c2ccccc12	72.4%[activator]	?	-6.6	·	·	·	·
COc1ccccc1CNC(=O)c1ccc2c(c1)nc(C)n2-c1ccccc1OC	7.0%	12.8%	7.9	·	·	·	·
COc1ccccc1-c1ccc2ncc(Nc3cccc(N[S+](C)(=O)[O-])c3)n2n1	39.2%[activator][87.6 µM]	12.7%[87.6 µM]	-7.3	63.1µM*	?	-14.1%[172 µM]	-4.4%[88.5 µM]
COCc1nnc(NC(=O)CC[C@H]2NC(=O)c3ccccc3NC2=O)s1	?	-2.2%	23.9	i	i	-9.6%	i
CCc1cccc(NC(=O)c2nnn3cc(C)[nH]c(=O)c23)c1	43.4%[activator]	0.0%	2.0	4.6%	0.8%	-9.7%	i
COc1ccccc1C(=O)N1CCN(c2nccc(Nc3ccccc3Cl)n2)CC1	?	-23.2%	17.4	?	28.2µM*	·	i
COc1ccc(-c2oc3ncn4nc(-c5ccc(Cl)cc5)nc4c3c2-c2ccc(OC)cc2)cc1	13.5%	-4.7%	10.3	·	·	·	·
Cc1noc(-c2ccccc2Cl)c1C(=O)NCc1ccc(F)cc1F	2.3%	8.1%	-1.4	?	?	-2.2%	-5.8%
CN1CC(=O)N(c2ccccc2)Cc2c(NCc3ccc(F)cc3)ncnc21	-9.9%	2.5%	10.6	?	?	-2.8%	0.6%
O=C(NC1CC1)c1cccn2nccc12	?	-19.1%[87.6 µM]	-8.7	-24.2%[230 µM]	-7.4%[174 µM]	-8.9%[230 µM]	3.0%[88.5 µM]
CC(CNC(=O)C1CCN(Cc2cc3ccccc3n2Cc2ccccc2)CC1)c1ccccc1 (configuration not stated)	?	-16.0%	6.6	·	·	·	·
COc1ccc(Br)cc1CNC(=O)c1ccc2c(c1)nc1n2CCC(C)C1 (configuration not stated)	6.4%	1.8%	8.0	·	·	·	·
CN(C)Cc1cn(C[C@H]2C[C@@H](NC(=O)Nc3ccc4c(c3)OCCO4)[C@H](O)[C@@H]2O)nn1	-11.4%	2.1%	4.7	1.7%	5.0%	10.0%	4.9%
COc1ccc(Nc2ccnc(N3CCC(NC(=O)c4cccc(Cl)c4)CC3)n2)cc1	-29.4%	0.7%[12.5 µM]	-2.5	14.1µM*	28.2µM*	·	?
CC(=O)N1CCC(Cc2noc(C3CCOCC3)n2)C1 (configuration not stated)	-15.8%	-6.7%	2.1	2.1%	i	-5.1%	i
COCCCn1c(C)cnc1CC1CCN(C(=O)CC2CCCCC2)CC1	-4.4%	2.4%	8.1	-30.6%	-16.4%	·	2.6%
COc1ccc(NC(=O)Cn2cccc2-c2nc(-c3ccc4c(c3)OCO4)no2)cc1OC	2.0%	1.6%	-10.7	?	-2.5%	0.1%	3.1%
O=C(CN1CCCCCC1)NCC1Cn2cccc2C(=O)N1Cc1ccccc1 (configuration not stated)	-10.2%	-7.4%	1.6	-12.6%	1.6%	0.9%	0.2%
C1=C(CCNc2ncncc2-c2nc(-c3ccccc3)no2)CCCC1	16.6%	6.0%	-6.3	-11.1%	-16.4%	-7.9%	i
N#Cc1ccccc1S(=O)(=O)N[C@H]1CO[C@H]2[C@@H]1OC[C@H]2OC(=O)NC1CCCCC1	11.7%	0.6%	-7.3	-16.0%	-23.5%	-6.2%	-22.1%
Cc1nc(NCCn2ncc3ccccc3c2=O)cc(C2CC(O)C2)n1 (configuration not stated)	19.4%	-3.5%	6.9	-27.7%	?	-6.4%	-1.6%
CCc1noc(-c2cn(C3CCN(C(=O)c4cc(F)ccc4F)CC3)nn2)n1	-13.3%	9.0%	39.8	?	-17.8%	9.3%	-4.9%
Cc1noc2c(N3CCC(c4ccccc4)CC3)cc(-c3cccnc3)nc12	?	1.4%[87.6 µM]	2.7	?	-24.6%[138 µM]	1.9%[172 µM]	-6.5%[88.5 µM]
Cc1cc(C(=O)N2CCN(c3ccnc4ccnn34)CC2)ccc1Cl	1.7%	-5.0%	-7.9	?	?	·	0.1%
COc1cc(C2Oc3c(OC)cc(CCCO)cc3C2CO)ccc1O[C@H]1O[C@H](C)[C@@H](O)[C@H](O)[C@@H]1O (some centres not stated)	·	-6.2%[23.9 µM]	-4.8	·	·	·	i
CCc1noc(-c2cccn3c(CNC(=O)c4ccccc4OC)nnc23)n1	1.8%	-12.3%	-1.2	-2.5%	-8.4%	-9.8%	i
CCN(CC)Cc1cnc2c(C(=O)NC[C@@H](C)O)cnn2c1	-15.2%	-4.8%	27.0	-7.5%	-5.9%	-0.6%	i
Cc1oc2c(c1C(=O)N(C)CC(=O)N1CCOCC1)CN(Cc1ccc(F)cc1)CC2	24.1%	3.1%	1.7	-2.0%	i	?	0.5%
CCN1C(=O)CCC2(C(=O)N3CCc4ccccc4C3)CCCC=C12 (configuration not stated)	14.9%	-14.1%	5.8	0.8%	-6.4%	-1.8%	2.6%
O=c1[nH]c(C2CCCN(Cc3ccccc3)C2)nn1-c1ccc(Cl)cc1 (configuration not stated)	-9.2%	10.5%	3.6	?	?	0.3%	-7.9%
CC(=O)N1CCC2(CC1)OC(=O)N(Cc1ccccc1)C2(C)c1cccnc1 (configuration not stated)	8.5%[87.6 µM]	1.9%[87.6 µM]	-15.2	i	?	-3.6%[172 µM]	i
CCCCN1C(=O)C(NC(=O)c2ccc(C(C)(C)C)cc2)(C(F)(F)F)C(C(=O)OC)=C1C (configuration not stated)	73.6%[activator]	7.8%	2.3	·	·	·	·
COc1ccccc1NC(=O)CN1CCC(O)(c2ccc(C)cn2)CC1	-6.7%	-1.5%	35.1	-5.9%	-13.4%	7.4%	2.0%[11.5 µM]

Filtered by structure: the entries above with a CF3 group (2)
SMILES	SNCA expr inhib	SNCA viab count	IP6K1 inhibitor	HEK cytotox	NIH3T3 tox	FLuc inh	GPT2 inh
COCCN1Cc2nc(Nc3ccc(C(F)(F)F)cc3)ccc2OCC1=O	6.2%[87.6 µM]	-13.0%[87.6 µM]	-17.3	?	?	5.2%[172 µM]	3.9%[88.5 µM]
CCCCN1C(=O)C(NC(=O)c2ccc(C(C)(C)C)cc2)(C(F)(F)F)C(C(=O)OC)=C1C (configuration not stated)	73.6%[activator]	7.8%	2.3	·	·	·	·

Continued:
SMILES	SNCA expr inhib	SNCA viab count	IP6K1 inhibitor	HEK cytotox	NIH3T3 tox	FLuc inh	GPT2 inh
CC(=O)O[C@@H]1[C@@H](O)[C@H](O[C@@H]2[C@@H](O)[C@@H](O)[C@H](O[C@H]3[C@H](O[C@H]4[C@H](O[C@H]5CC[C@@]6(C)C(CC[C@]7(C)C6CC=C6[C@@H]8CC(C)(C)CC[C@]8(C(=O)O)CC[C@]67C)[C@]5(C)CO)O[C@H](CO)[C@@H](O)[C@@H]4O)OC[C@@H](O)[C@@H]3O)O[C@H]2C)OC[C@H]1O (some centres not stated)	·	24.8%[12.5 µM]	5.3	·	·	·	1.0%[17.1 µM]
COCCn1ncc(N2CCCC(CC(=O)N(C)CCc3ccccn3)C2)cc1=O (configuration not stated)	16.4%	5.0%	34.0	-0.3%	2.2%	4.0%	i
NS(=O)(=O)c1ccc(CCNC(=O)CCn2c(=O)c3cccn3c3cccnc32)cc1	0.1%	9.8%	6.7	·	·	·	·
COc1ccccc1Nc1ncc2c(n1)CCN(CC(C)C)C2	130.1%[activator]	-24.0%	-4.3	·	·	·	·
CNc1nc(Nc2ccc(C(=O)N3CCOCC3)cc2OC)nc2[nH]cc(Cl)c12	·	-39.3%	-13.4	·	·	·	-10.9%
O=C(Cn1c(=O)nc(-c2ccccc2)c2cc(Cl)ccc21)Nc1ccc(F)c(Cl)c1	5.0%	-9.4%	7.6	·	·	·	·
